Bioassay records deposited in PubChem by several laboratories.
COUP-TFII inh – inhibitors of human COUP-TFII (NR2F2) | P24468 | HEK293T NGFI-A luciferase reporter, luminescence | inhibition, % at 8.6 µM | 370,000 compounds, 0.7% hits;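 active means inhibition above a per-plate cutoff, mean inhibition of test wells between control levels plus 3 SD, cut at about 38% in these data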;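 further: cells cotransfected with COUP-TFII expression vector driving the NGFI-A reporter; 0% = median of COUP-TF2 test wells and 100% = reporter-only cells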
TROY NFkB inh – inhibitors of TROY-dependent NF-kB signaling; 360,000 compounds, 0.98% hits; inhibition, % at 10 µM; Q293 LMP1-TROYcd NF-kB luciferase reporter, 4 h;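 active means compounds whose plate-normalised and pattern-corrected inhibition of the luciferase reporter signal at the single screening dose is 50% or more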
SRC3 inh – inhibits human SRC3 coactivator | Q9Y6Q9 | HEK293 GAL4-SRC3 luciferase reporter, luminescence | inhibition, % at 3.6 µM | 360,000 compounds, 0.17% hits;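 active means inhibition above a per-campaign cutoff, the mean of all compounds plus 3 SD, cut at about 60% in these data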;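 further: 0% = DMSO-treated cells and 100% = gossypol-treated cells at 36 µM; higher means less SRC3-driven luciferase light from the GAL4 reporter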
NOD2 RIPK2 PPI – NOD2-RIPK2 protein interaction inhibition; 360,000 compounds, 0.38% hits; inhibition, % at 4.98 µM; AID 624267; CHO BLA complementation NOD2-RIPK2, CCF4 ratio; in the data active means inhibition above about 21%;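 further: 0% = vehicle only and 100% = reference blocker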
C8 TRAIL sens – sensitizes caspase-8 expressing cells to TRAIL; inhibition (viability loss, TRAIL sensitization), % at 10 µM; 360,000 compounds, 1% hits; NB7+C8 cells + TRAIL, ATPlite viability luminescence;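 active means compounds causing at least 50% loss of cell viability in the single-dose screen, relative to plate controls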
NCOA2 inhibitor – inhibits human steroid receptor coactivator 2 | Q15596 | HEK293 GAL4-SRC2 luciferase reporter, luminescence | inhibition, % at 9 µM | 370,000 compounds, 0.17% hits;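 active means inhibition above the mean inhibition of all tested compounds plus 3 SD, set per campaign, cut at about 52% in these data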;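 further: 0% = DMSO treated cells and 100% = cells given Gossypol at 36 µM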
LRH-1 inv ag – NR5A2 inverse agonism in reporter assay; HEK293T StAR-luciferase reporter, LRH-1 transfected, 24 h; O00482; AID 602396; inhibition, % at 3.6 µM; 360,000 compounds, 0.13% hits;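 active means inhibition above the mean inhibition of all tested compounds plus 3 SD, cut at about 73% in these data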;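 further: 0% = DMSO wells and 100% = reporter-only cells lacking LRH-1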
Target sequence (O00482 whole entry, looked up): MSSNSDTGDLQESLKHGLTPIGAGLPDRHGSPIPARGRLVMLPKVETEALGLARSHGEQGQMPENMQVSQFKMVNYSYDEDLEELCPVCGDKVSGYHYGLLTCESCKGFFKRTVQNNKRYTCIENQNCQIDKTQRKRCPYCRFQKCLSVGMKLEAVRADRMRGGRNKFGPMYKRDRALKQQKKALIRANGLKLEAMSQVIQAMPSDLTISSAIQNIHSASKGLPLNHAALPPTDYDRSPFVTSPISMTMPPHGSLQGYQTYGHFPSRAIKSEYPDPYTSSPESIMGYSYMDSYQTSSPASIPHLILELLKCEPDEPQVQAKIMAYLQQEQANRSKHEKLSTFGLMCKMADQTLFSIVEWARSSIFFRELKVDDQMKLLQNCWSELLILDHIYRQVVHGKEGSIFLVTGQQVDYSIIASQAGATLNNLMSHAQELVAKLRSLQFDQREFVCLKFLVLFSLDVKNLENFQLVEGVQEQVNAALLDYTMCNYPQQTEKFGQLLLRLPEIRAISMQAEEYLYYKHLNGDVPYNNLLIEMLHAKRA
TLR9-MyD88 inh – blocks human TLR9 binding to MyD88. Q9NR96+Q99836. CHO BLA complementation TLR9-MyD88, CCF4 FRET ratio. inhibition, % at 4.98 µM. 340,000 compounds, 0.21% hits;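 active means inhibition above the mean over all tested compounds plus 3 SD, cut at about 21% in these data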;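 further: 0% = DMSO only wells and 100% = clavulanate BLA inhibitor control wells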
LMP1 NFkB inh – Epstein-Barr LMP1 NF-kappaB reporter inhibition. inhibition, % at 12.5 µM. 350,000 compounds, 0.69% hits. LMP1-induced NF-kappaB luciferase reporter cells, luminescence. AID 504558; in the data active means inhibition above about 41%;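 further: 0% = neutral control wells and 100% = reference inhibitor control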
SRC1 inh – human NCOA1 inhibition. Q15788. 360,000 compounds, 0.12% hits. inhibition, % at 3.6 µM. HEK293 GAL4-SRC1 luciferase reporter, luminescence;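 active means inhibition above the campaign mean plus 3 SD, with each screening campaign given its own cutoff, cut at about 60% in these data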;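 further: 0% = DMSO treated cells and 100% = gossypol at 36 µM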
TWEAK Fn14 block – TWEAK-Fn14 signaling inhibition | inhibition, % at 10 µM | TWEAK-stimulated Fn14 reporter cells, luciferase luminescence, 8 h | 360,000 compounds, 2% hits | AID 1159606; in the data active means inhibition above about 50%
Numbers without * were called inactive; . = not tested or not shown.

entry	mol	COUP-TFII inh	TROY NFkB inh	SRC3 inh	NOD2 RIPK2 PPI	C8 TRAIL sens	NCOA2 inhibitor
1	CCOc1ccc(-n2c(O)c(C=Nc3ccc(N(CC)CC)cc3)c(=O)[nH]c2=O)cc1	-10.5	-8.1	0.9	-8.5	-5.8	-19.3
2	O=S(=O)(c1ccccc1)N1CC1c1ccccc1 (stereo not given)	-1.9	-62.1	-25.8	-7.6	9.5	-36.8
3	CC(=O)Nc1ccc([As](=O)(O)c2ccc([N+](=O)[O-])cc2)cc1	-31.2	-6.5	-7.8	2.5	1.5	1.8
4	OC(c1cccc(Cl)c1)(c1cccc(Cl)c1)C1CN2CCC1CC2 (stereo not given)	-6.6	-2.9	-2.3	1.9	-3.0	1.9
5	Cc1c(C(c2ccc(Cl)cc2Cl)c2c(O)c3ccccc3oc2=O)c(=O)n(-c2ccccc2)n1C (stereo not given)	-2.1	9.8	-5.0	-8.6	-13.8	5.8
6	CN(C)CCOC(=O)c1cn(Cc2ccccc2)c2ccccc12	-6.7	22.1	2.0	2.4	10.2	-3.8
7	CCCCCCCCCCOC(=O)CCN1CC1	.	6.5	-6.3	1.3	-5.4	.
8	COc1ccccc1OCC(=O)N1CCCC(N(C)Cc2ccccc2)C1 (stereo not given)	2.9	-31.9	4.2	-1.8	7.5	12.0

entry	LRH-1 inv ag	TLR9-MyD88 inh	LMP1 NFkB inh	SRC1 inh	TWEAK Fn14 block
1	-6.5	-6.1	5.8	8.4	-3.0
2	-29.2	-0.3	-4.3	-65.8	-12.0
3	-11.4	5.2	-5.8	-2.8	-14.0
4	-17.6	-5.9	0.0	6.1	8.9
5	4.1	1.6	1.2	-11.2	1.7
6	-19.8	7.7	2.7	-0.7	-8.1
7	-13.7	-8.1	-4.4	-5.2	-16.3
8	5.3	-3.2	4.0	9.4	13.2

(next part)
entry	mol	COUP-TFII inh	TROY NFkB inh	SRC3 inh	NOD2 RIPK2 PPI	C8 TRAIL sens	NCOA2 inhibitor
9	O=C(Cc1ccccc1)Oc1cccc(-n2cnnn2)c1	-25.2	9.2	4.9	2.8	-1.6	-10.9
10	CO[C@H]1C=CCCC=CC(=O)O[C@H]([C@H](C)C(=O)CCCC2CC(=O)NC(=O)C2)C(C)=C[C@@H](C)[C@@H]1O	-15.3	-4.6	.	-7.6	-3.0	-20.2
11	CCCCCc1cc(O)c2c3c(c(=O)oc2c1)CN(C)CC3	-17.2	-13.7	0.3	-4.1	3.1	-2.1
12	c1ccc(-c2nc(N3CCOCC3)s[n+]2-c2ccccc2)cc1	-12.4	-51.4	-65.9	-3.5	-7.8	-69.2
13	O=C(COc1ccccc1)N1CCN(C/C=C/c2ccccc2)CC1	21.2	0.2	-4.9	3.5	-4.1	3.1
14	CCn1cc(C(=O)NCc2ccccc2)c2ccccc21	-4.3	-16.1	-3.2	4.8	-8.9	9.4
15	Cc1cc(CN(C)C)c(OC(=O)N(C)C)cc1C	24.0	-10.0	5.5	5.6	-23.2	-1.1
16	CCOCC(=O)NC1CCSC1=O (stereo not given)	3.2	6.5	-5.0	3.3	-11.2	-44.4

entry	LRH-1 inv ag	TLR9-MyD88 inh	LMP1 NFkB inh	SRC1 inh	TWEAK Fn14 block
9	3.2	2.5	-6.9	2.0	-12.1
10	18.9	.	.	.	-8.0
11	8.1	-15.5	-7.5	-53.7	-7.7
12	-82.5	1.7	-37.0	-93.7	-8.3
13	1.0	-3.4	6.9	8.1	-4.9
14	7.0	8.0	-15.9	6.7	4.0
15	11.8	-4.5	2.1	10.5	-8.7
16	-3.1	-5.8	0.0	-4.7	0.8

Next part
entry	mol	COUP-TFII inh	TROY NFkB inh	SRC3 inh	NOD2 RIPK2 PPI	C8 TRAIL sens	NCOA2 inhibitor
17	CCCCC(=O)N/N=C/c1c(O)n(CCc2ccc(OC)c(OC)c2)c(=O)[nH]c1=O	-9.1	24.8	9.7	-0.3	-2.7	6.3
18	COC(=O)C1=C(c2ccc(OC)c(OC)c2)C[C@@H]2CC[C@H]1N2C(=O)N1CCc2cc(OC)c(OC)cc2C1	2.3	-2.6	-19.4	-10.0	-2.1	-22.0
19	O=c1[nH]c(=S)n(CCC2=CCCCC2)c(O)c1C=NCc1cccnc1	3.2	1.5	6.8	-26.3	6.2	-21.2
20	c1ccc(C2CC3CC(c4ccco4)N2O3)cc1 (stereo not given)	7.5	4.4	7.4	7.4	7.2	-2.8
21	CCOC(=O)CCN=Cc1c(O)n(-c2ccc(Br)cc2)c(=O)[nH]c1=O	-8.1	1.6	-4.7	-4.8	-7.8	-5.3
22	O=C(COC(=O)c1ccc(O)cc1)Nc1ccc(Cl)cc1C(=O)c1ccccc1	-8.8	26.5	7.3	1.5	-8.6	14.8
23	CN(C(=O)CN1CC=C(c2ccccc2)CC1)c1c(N)n(Cc2ccccc2)c(=O)[nH]c1=O	10.4	-14.0	13.0	-12.0	-1.2	5.7
24	O=C(CF)NC(NC(=S)Nc1ccccc1O)C(Cl)(Cl)Cl (stereo not given)	-5.1	7.8	-2.9	8.5	-7.4	-2.8

entry	LRH-1 inv ag	TLR9-MyD88 inh	LMP1 NFkB inh	SRC1 inh	TWEAK Fn14 block
17	1.4	1.2	6.6	16.8	-3.7
18	6.7	-10.2	3.2	-7.4	-3.0
19	4.9	2.5	7.4	6.1	0.6
20	9.4	-0.3	1.3	-24.0	-20.8
21	-8.4	3.7	4.9	-15.1	-14.8
22	4.1	5.2	-14.6	-0.2	18.3
23	0.3	-0.6	-2.1	-0.8	0.7
24	14.0	10.9	-0.9	4.1	-1.2

Shown with values under each structure: part of the list above.
The line under a structure holds: COUP-TFII inh	TROY NFkB inh	SRC3 inh	NOD2 RIPK2 PPI	C8 TRAIL sens	NCOA2 inhibitor	LRH-1 inv ag	TLR9-MyD88 inh	LMP1 NFkB inh	SRC1 inh	TWEAK Fn14 block
(5) Cc1c(C(c2ccc(Cl)cc2Cl)c2c(O)c3ccccc3oc2=O)c(=O)n(-c2ccccc2)n1C (stereo not given)
→ -2.1	9.8	-5.0	-8.6	-13.8	5.8	4.1	1.6	1.2	-11.2	1.7
(7) CCCCCCCCCCOC(=O)CCN1CC1
→ .	6.5	-6.3	1.3	-5.4	.	-13.7	-8.1	-4.4	-5.2	-16.3
(17) CCCCC(=O)N/N=C/c1c(O)n(CCc2ccc(OC)c(OC)c2)c(=O)[nH]c1=O
→ -9.1	24.8	9.7	-0.3	-2.7	6.3	1.4	1.2	6.6	16.8	-3.7
(15) Cc1cc(CN(C)C)c(OC(=O)N(C)C)cc1C
→ 24.0	-10.0	5.5	5.6	-23.2	-1.1	11.8	-4.5	2.1	10.5	-8.7
(13) O=C(COc1ccccc1)N1CCN(C/C=C/c2ccccc2)CC1
→ 21.2	0.2	-4.9	3.5	-4.1	3.1	1.0	-3.4	6.9	8.1	-4.9
(19) O=c1[nH]c(=S)n(CCC2=CCCCC2)c(O)c1C=NCc1cccnc1
→ 3.2	1.5	6.8	-26.3	6.2	-21.2	4.9	2.5	7.4	6.1	0.6
(14) CCn1cc(C(=O)NCc2ccccc2)c2ccccc21
→ -4.3	-16.1	-3.2	4.8	-8.9	9.4	7.0	8.0	-15.9	6.7	4.0

Along the list, from the results shown.
Entries 17 to 20 in LRH-1 inv ag: 1.4, 6.7, 4.9, 9.4
Entries 17 to 20 in NCOA2 inhibitor: 6.3, -22.0, -21.2, -2.8
Entries 17 to 20 in LMP1 NFkB inh: 6.6, 3.2, 7.4, 1.3

Some of the compounds tested (hit frequency here may not be typical).
